MazF activator: activators of E. coli MazEF toxin-antitoxin RNase, primary screen, biochemical, fluorescence, uHTS; Endoribonuclease toxin MazF (Escherichia coli (strain K12)), P0AE70; FAM/BHQ RNA-DNA oligo cleavage fluorescence, 5 h; activation, % at 20 µM; 350,000 tested, 0.32% active; AID 504720, 2011; in the data active = activation above about 50%
Target sequence (P0AE70 whole entry, looked up): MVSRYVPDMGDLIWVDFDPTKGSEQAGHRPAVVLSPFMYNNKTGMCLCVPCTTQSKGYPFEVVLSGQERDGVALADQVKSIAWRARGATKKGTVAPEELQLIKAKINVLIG
Rv3671c protease: Rv3671c serine protease inhibitors, primary screen, biochemical, fluorescence polarization, M. tuberculosis H37Rv. P9WHR9. inhibition, % at 5.96 µM. 320,000 tested, 0.048% active. AID 2606, 2010; in the data active = inhibition above about 38%;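 also: extracellular domain of Rv3671c used as enzyme; 0% = enzyme with DMSO and 100% = no enzyme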
FadD28 FP inh: inhibitors of FadD28 bisubstrate probe binding, primary screen, biochemical, fluorescence polarization, single point; Mycobacterium tuberculosis FadD28 fatty-acid-AMP ligase; 360,000 tested, 0.22% active; inhibition, % at 12.5 µM; in the data active = inhibition above about 8.5%, passing the limit was not always enough; inconclusive = no clear call, values can overlap the other calls
PrPC surface inh: inhibitors of human cell surface prion protein PrPC, primary screen, cell-based, TR-FRET; TR-FRET read-out; AID 720596, 2013; Major prion protein (Homo sapiens), P04156; 370,000 tested, 0.43% active; inhibition, % at 13.8 µM; in the data active = inhibition above about 24%; also: 0% = median of the test wells and 100% = reference compound wells
Mtb BioA inh: M. tuberculosis BioA enzyme inhibitors, primary screen, biochemical, plate reader, single point, HTS; 7,8-diaminopelargonic acid synthase BioA (Mycobacterium tuberculosis); AID 602481, 2012; 360,000 tested, 0.096% active; purified M. tuberculosis BioA enzyme; inhibition, % at 9.99 µM; in the data active = inhibition above about 40%; inconclusive = no clear call, values can overlap the other calls
BoNT-F LC inh: BoNT/F light chain protease inhibitors, primary screen, biochemical, flow cytometry, MLPCN library | Multiplex microsphere protease cleavage assay | inhibition, % at 10 µM | 360,000 tested, 0.22% active; in the data active = inhibition above about 35%, passing the limit was not always enough; inconclusive = no clear call, values can overlap the other calls; also: plate controls were buffer without enzyme for full effect and enzyme alone for no effect
Mtb FBA inh: Mtb FBA enzyme inhibitors, primary screen, biochemical, fluorescence, strain H37Rv; Fructose-bisphosphate aldolase (Mycobacterium tuberculosis (strain ATCC 25618 / H37Rv)), …; purified M. tuberculosis FBA, fluorescence read-out; inhibition, % at 1 µM; 360,000 tested, 2.3% active; AID 588726, 2011; in the data active = inhibition above about 27%;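 also: 0% = vehicle and 100% = reference inhibitor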
Target sequence (P9WQA3 whole entry, looked up): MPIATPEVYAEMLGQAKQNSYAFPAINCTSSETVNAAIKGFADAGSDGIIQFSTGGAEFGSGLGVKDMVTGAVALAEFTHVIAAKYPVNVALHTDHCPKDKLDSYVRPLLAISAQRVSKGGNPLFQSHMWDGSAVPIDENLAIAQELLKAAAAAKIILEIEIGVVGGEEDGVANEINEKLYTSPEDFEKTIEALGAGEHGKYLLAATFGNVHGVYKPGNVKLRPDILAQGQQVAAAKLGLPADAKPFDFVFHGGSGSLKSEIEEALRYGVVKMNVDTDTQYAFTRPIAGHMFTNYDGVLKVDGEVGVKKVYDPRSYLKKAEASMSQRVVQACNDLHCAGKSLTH
UGM FP inh: M. tuberculosis UGM enzyme inhibitors, primary screen, biochemical, fluorescence polarization, single point; UDP-galactopyranose mutase (Mycobacterium tuberculosis (strain ATCC 25618 / H37Rv)), …; purified UGM, fluorescence polarization probe displacement; inhibition, % at 10 µM; 320,000 tested, 0.06% active; in the data active = inhibition above about 10%, passing the limit was not always enough; inconclusive = no clear call, values can overlap the other calls
Target sequence (P9WIQ1 whole entry, looked up): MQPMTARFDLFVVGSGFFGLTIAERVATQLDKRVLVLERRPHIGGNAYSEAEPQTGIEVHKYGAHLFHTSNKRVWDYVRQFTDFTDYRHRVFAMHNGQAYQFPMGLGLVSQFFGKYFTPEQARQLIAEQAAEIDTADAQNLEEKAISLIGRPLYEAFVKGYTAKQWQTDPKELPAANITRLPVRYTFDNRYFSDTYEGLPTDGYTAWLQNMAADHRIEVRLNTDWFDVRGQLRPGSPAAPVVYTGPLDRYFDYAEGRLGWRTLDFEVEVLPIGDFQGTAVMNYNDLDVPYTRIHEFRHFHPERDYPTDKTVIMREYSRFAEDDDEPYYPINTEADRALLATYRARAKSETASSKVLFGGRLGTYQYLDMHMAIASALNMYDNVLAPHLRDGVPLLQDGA
GDH-TPI inh: GDH-TPI coupling enzyme inhibitors, primary screen, artefact control for M. tuberculosis FBA inhibitor project, biochemical, absorbance, full deck; AID 588335, 2011; inhibition, % at 4.8 µM; 360,000 tested, 1.2% active; GDH-TPI coupled enzyme counterscreen, NADH absorbance; in the data active = inhibition above about 30%;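 also: 0% = DMSO wells and 100% = wells lacking the enzyme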
Numbers without * were called inactive; ? = inconclusive; . = no result given; & = joins results of further samples.

SMILES	MazF activator	Rv3671c protease	FadD28 FP inh	PrPC surface inh	Mtb BioA inh	BoNT-F LC inh	Mtb FBA inh	UGM FP inh	GDH-TPI inh
CCOC(=O)c1sc(NC(=O)CSc2nnnn2-c2ccccc2)nc1C	-12	4	-0.4	6	-1.4	-9	-1	1.0	13
CN(CCCNS(=O)(=O)c1cccc2cccnc12)Cc1ccccc1	4	-6	-0.1	1	-4.5	11	2	3.4	3
CC(C)n1cc(/C=C2/NC(=O)N(c3cccc(Cl)c3)C2=O)c2ccccc21	-8	-24	-2.5	2	.	-7	-1	0.5	0
O=c1c2ccccc2c(=O)n(-c2ccccc2)n1-c1ccccc1	5	.	-0.8	-5	-0.9	-7	1	.	7
O=C(N/N=C1/CCSC1)c1cccc([N+](=O)[O-])c1	-2	3	0.3	-12	.	-9	-3	1.9	4
Cc1cc(C)cc(OCC(=O)NNC(=O)CCC(=O)NCc2ccccc2)c1	0	3	1.3	-2	-0.7	6	-2	4.5	7
CCOC(=O)c1sc(=NC(=O)c2ccc(Br)cc2)n(C)c1C	-3	-3	-2.0	4	-0.5	0	0	-2.3	8
Cn1cc(C=C(C#N)C#N)c2ccccc21	154*	2	-4.8	3	-4.2	-3	0	?	-6
CC(=O)c1c(Nc2ccccc2)sc(C(=O)c2ccccc2)c1C	3	-18	-2.0	-6	.	32	-1	-2.9	6
O=C1NC2(CCN(Cc3ccccc3)CC2)Oc2ccccc21	-11	3	-1.1	8	.	-2	2	-0.9	8
Cc1cc(C)cc(N(C(=O)c2csnn2)C(C(=O)NC(C)(C)C)c2cccs2)c1 (stereo unspecified)	2	0	-0.2	4	0.8	0	-2	1.4	2
Cc1ccccc1OCCC(=O)OCC(=O)NNC(=O)c1cccs1	-3	-1	-1.6	-3	-0.5	0	3	-2.9	2
COC(=O)N(C)C[C@H]1OCc2cnnn2CCCC(=O)N([C@@H](C)CO)C[C@@H]1C	6	.	-1.6	10	0.9&-1.1	-7	2	.	8
CC(=O)Nc1ccc2c(CN3C(=O)NC(C)(c4ccc(C)cc4)C3=O)cc(=O)oc2c1 (stereo unspecified)	4	-7	-4.8	0	.	-2	132*	-2.9	7
COc1ccc(-c2ccc3nnc(SCC(=O)N4CCCC4)n3n2)cc1	1	0	-1.8	-35	.	-15	27*	0.9	3
COc1ccc(C2CC(=O)N3CN(c4ccc(C)c(Cl)c4)CSC3=C2C#N)cc1 (stereo unspecified)	-7	-1	2.8	1	-3.3	-8	-2	-1.4	0
O=[N+]([O-])c1ccc(S(=O)(=O)Nc2ccc(-c3ccccc3)cc2)cc1	-15	.	-0.8	-7	1.2	-12	1	.	4
c1ccc(C(c2nnnn2C2CCCCC2)N2CCc3ccccc3C2)nc1 (stereo unspecified)	-12	-27	-2.2	.	0.1	6	69*	-1.2	2
C/C(CC(=O)Nc1cccc2c1CCCC2)=N\NC(=O)c1ccccc1N	-5	5	-3.9	5	-1.1	-4	6	1.1	5
CCOC(=O)N1CCc2c(sc3c2c(=O)n(Cc2ccccc2)c(=O)n3Cc2ccccc2F)C1	1	-7	-2.8	7	-0.6	-3	-1	0.9	6
CCN1CC(=O)Nc2cc(S(=O)(=O)N3CCOCC3)ccc21	-3	5	-2.1	-1	0.0	-1	2	-0.5	2
Cc1nc(SCC(=O)OCc2ccccc2)c(C#N)c(-c2ccccc2)c1C(=O)Nc1ccccc1	5	-62	-2.9	-1	-1.4	-10	0	-2.9	-6
Fc1ccccc1N1CCN(Cc2cccnc2)CC1	1	5	1.1	3	.	0	-2	-1.7	1
N#CCC(=O)N/N=C/c1c2ccccc2cc2ccccc12	2	.	-3.5	-9	-2.7	11	-1	-1.3	7
Cc1ccc(CNC(=O)c2ccc(N3CCC4(CC3)CC(c3cccc(Br)c3)=NO4)c(NC(=O)c3ccc(Cl)c([N+](=O)[O-])c3)c2)cc1	-12	-18	-1.1	-6	-1.1	-5	2	-0.5	7
CC1=C(CC(=O)c2ccccc2)C(=O)c2ccccc2C1=O	5	-57	-4.3	-11	-0.7	7	0	1.6	7
Cn1ncc(Cl)c1C(=O)N1CCN(C23CC4CC(CC(C4)C2)C3)CC1	-24	2	-2.5	-3	0.4	-7	3	2.6	3
CCCCCOC(=O)Nc1nnc(CCC)s1	-5	2	-0.6	2	0.9	4	1	0.6	2
COc1ccc(CN2CCN(Cc3ccc(OC)c(OC)c3OC)CC2)cc1	8	6	-0.7	-9	-0.3	22	10	-0.5	-3
CCc1nnc(NC(=O)c2cc(-c3ccncc3)nc3ccccc23)s1	4	-3	-0.9	-12	-0.2	-9	0	-2.8	8
N/C(=N\c1nc2ccccc2o1)NC(=O)/C=C/c1ccccc1	-11	-2	-0.2	-5	.	?	-5	-2.8	18
Cc1ccc(/C=N/NC(=O)c2cccnc2)o1	6	3	0.3	-7	.	-1	-1	0.3	17
CCOc1ccc(S(=O)(=O)N2CCC(C(=O)NC3CCCCC3)CC2)cc1	4	-4	0.0	-3	0.1	8	-1	3.8	-1
O=C(NC1CCCCC1)C(c1ccncc1)N(C(=O)c1csnn1)c1cccc(F)c1 (stereo unspecified)	-1	0	0.6	4	-0.3	22	4	-1.3	-2
Cc1nc(N2CCN(C(=O)c3cnccn3)CC2)c2c3c(sc2n1)CC(C(C)(C)C)CC3 (stereo unspecified)	-9	6	0.4	-4	0.5	0	1	-0.3	-4
COc1ccccc1N(CC(=O)N1CCC(C(N)=O)CC1)S(=O)(=O)c1ccccc1	3	-2	.	-2	-0.8	0	1	-1.0	-5

6 compounds already listed, sorted by molecular weight, low to high.
SMILES	MazF activator	Rv3671c protease	FadD28 FP inh	PrPC surface inh	Mtb BioA inh	BoNT-F LC inh	Mtb FBA inh	UGM FP inh	GDH-TPI inh
Cc1ccc(/C=N/NC(=O)c2cccnc2)o1	6	3	0.3	-7	.	-1	-1	0.3	17
N/C(=N\c1nc2ccccc2o1)NC(=O)/C=C/c1ccccc1	-11	-2	-0.2	-5	.	?	-5	-2.8	18
Cn1ncc(Cl)c1C(=O)N1CCN(C23CC4CC(CC(C4)C2)C3)CC1	-24	2	-2.5	-3	0.4	-7	3	2.6	3
COc1ccccc1N(CC(=O)N1CCC(C(N)=O)CC1)S(=O)(=O)c1ccccc1	3	-2	.	-2	-0.8	0	1	-1.0	-5
O=C(NC1CCCCC1)C(c1ccncc1)N(C(=O)c1csnn1)c1cccc(F)c1 (stereo unspecified)	-1	0	0.6	4	-0.3	22	4	-1.3	-2
Cc1nc(N2CCN(C(=O)c3cnccn3)CC2)c2c3c(sc2n1)CC(C(C)(C)C)CC3 (stereo unspecified)	-9	6	0.4	-4	0.5	0	1	-0.3	-4

Additional entries.
SMILES	MazF activator	Rv3671c protease	FadD28 FP inh	PrPC surface inh	Mtb BioA inh	BoNT-F LC inh	Mtb FBA inh	UGM FP inh	GDH-TPI inh
COc1cc(C)c(S(=O)(=O)NCCCn2ccnc2)cc1C	1	0	-3.7	-5	-0.3	?	1	4.3	1
CCN1CCN(C(=O)CCc2nnc(CCc3ccc(OC)cc3)o2)[C@@H](C)C1=O	9	.	-0.6	-2	0.8	6	1	-1.2	0
CCOC(=O)c1cc(-c2ccc(OC)cc2)nn1-c1ccc(C(=O)O)cc1	-2	0	-4.2	4	1.1	-6	2	-4.1	16
Cc1noc(C)c1S(=O)(=O)Nc1ccc2c(c1)C(=O)N([C@H](C)CO)C[C@H](C)[C@@H](CN(C)C(=O)NC(C)C)O2	-6	1	-1.3	9	-0.6&-1.4	-2	1	.	8
O=C(O)CCNc1nc(C(F)(F)F)nc2ccccc12	1	-2	-0.4	-4	.	12	2	2.7	2
Cc1cc(C)c(NC(=O)Cn2c(=O)n(Cc3ccco3)c(=O)c3ccccc32)c(C)c1	2	-9	-1.6	-3	0.2	15	1	3.7	8
Cc1nn(Cc2c(F)c(F)c(F)c(F)c2F)c(C)c1NC(=O)c1c([N+](=O)[O-])cnn1C	2	4	-2.7	-2	.	2	1	-1.0	0
Cc1c(C(=O)NNC(=S)Nc2ccc(S(N)(=O)=O)cc2)oc2ccccc12	-2	-7	5.8	-5	1.1	-4	2	3.1	31
O=C(CSc1ccc(F)cc1)N1CCN(S(=O)(=O)c2ccccc2)CC1	4	-1	-4.1	13	-0.7	-2	1	0.0	-3
Cc1ccc(CNc2ccc(CNc3ncn[nH]3)cc2)cc1	3	-10	0.2	8	-0.8	-12	0	1.2	1
Cc1scc(-c2n[nH]c(=S)n2Cc2ccccc2)c1C	1	1	0.0	2	.	-4	-3	4.1	10
CCn1c(COc2ccccc2C(N)=O)nc2ccccc21	2	-4	0.2	-3	2.7	-3	2	2.1	-14
CCn1cc(C(=O)OC(C)C(=O)Nc2c(C)n(C)n(-c3ccccc3)c2=O)c(=O)c2ccc(C)nc21 (stereo unspecified)	9	.	-2.6	-3	-1.1	-2	2	.	6
CS/C(N)=N/C(=S)Nc1cccc(Cl)c1	7	-3	-2.1	-7	.	-2	-1	-0.1	-4
Cn1c(O)c(/C=N/NC(=O)c2ccncc2)c(=O)[nH]c1=S	-45	-27	-2.1	7	-0.4	-9	4	1.1	18
COc1ccc(/C=N/NC(=O)CCC(=O)Nc2ccc(Br)cc2)c(OC)c1	8	0	-2.4	10	-0.5	4	-1	0.0	5
CC1CN(Cc2ccccc2)c2ccccc2NC1=S (stereo unspecified)	6	-1	1.6	4	-0.4	-6	-1	3.7	5
C=C1CCN([C@H](C(=O)NCc2ccc(OC)cc2)C(C)C)S(=O)(=O)c2ccccc21	-4	-1	0.6	5	-1.2	-1	1	0.3	7
CN(C)S(=O)(=O)Nc1ccc(Oc2ccccc2)cc1	3	1	-5.8	4	2.7	-3	0	-0.4	9
CCOc1ccc(-c2nnc(SCC(=O)Nc3ccc4c(c3)c3ccccc3n4CC)n2N)cc1	-16	-9	-0.4	-4	-0.8	-2	2	0.4	23
CC(=O)NS(=O)(=O)c1ccc(NC(=O)/C=C/c2ccccc2Cl)cc1	-5	-5	-9.3	-5	0.6	-12	6	-1.1	15
CCCS(=O)(=O)N1CCC(C(=O)NCCN(CC)c2ccccc2)CC1	0	-5	-1.8	-2	-0.8	5	1	1.9	-6
COc1cccc(NC(=O)COC(=O)c2ccc(C)c(S(=O)(=O)N3CCCCC3)c2)c1	1	-23	0.7	7	-9.5	-2	4	0.3	3
S=C(NCc1ccc(Cl)cc1)Nc1ccccc1	2	-7	-3.9	8	0.8	1	-4	-0.4	-7
CCCOc1ccc(/C=N/Nc2ccc(C(=O)O)cc2)c(OCCC)c1	-3	.	6.1	2	.	13	3	.	15
CC(C)N(Cc1ccccc1)C(=O)COC(=O)c1ccc2c(c1)OCCO2	-7	-4	-3.2	-3	0.0	-4	7	3.7	8
O=C(O)CCCC(=O)NNc1nc(-c2ccccc2)c2cc(Cl)ccc2n1	-3	-4	-1.6	-12	0.2	7	-1	-1.6	1
COc1cccc(-c2nc(=S)c3c(n2Cc2ccco2)CCCC3)c1	-8	-7	-4.4	-9	-0.4	-22	-8	1.1	3
COc1cccc(C=NNC(=O)C2CC2)c1	10	.	-4.2	1	0.3	-3	0	.	3
CC(C)NC(=O)CSc1ccccc1C(=O)N1CCN(S(=O)(=O)Cc2ccccc2)CC1	-2	.	1.4	12	.	.	2	.	3
Cc1ccc(NC(=S)N/N=C/c2c(C)[nH]c3ccccc23)cc1	-15	2	-4.4	3	-2.1	-11	0	-3.9	26
COc1cc(C(=O)N[C@H](C(=O)NC(C)C23CC4CC(CC(C4)C2)C3)C(C)C)cc(OC)c1OC (stereo partly specified)	-2	-3	-0.7	-5	-0.9	-6	9	1.7	4
O=C1c2ccccc2S(=O)(=O)c2cc(C(=O)N3CCC(C(=O)N4CCCCC4)CC3)ccc21	7	-1	.	-20	.	.	.	-1.2	.

High-throughput results as filed in PubChem BioAssay.
